Source: PubChem (National Center for Advancing Translational Sciences (NCATS))
PGK inhibitor – inhibitors of T. brucei phosphoglycerate kinase | P07378 | PGK/GAPDH coupled, Kinase-Glo luminescence, 60 min | Potency, µM (titrated, usually from 57.5 µM), without a hit: top-dose activity change, negative = inhibition, hits mostly inhibitors | 0.043% of 380,000 active; further: potency means the concentration at half of the fitted maximal effect; on the % scale 0 is the no-effect control and ±100 the full control effect; nearly all actives have a fitted effect of over 60% in size
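Recombinant glycosomal PGK reaction used 1,3-bisphosphoglycerate generated in-well by GAPDH (100nM final) in 100mM TEA pH 7.6, 5mM MgCl2, 0.01% Tween-20. After 60 minutes at room temperature, ATP was read by Kinase-Glo Plus luminescence end-point.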
G9a inh – blocks human histone lysine methyltransferase G9a. Q96KQ7. 8.8% of 350,000 active. AID 504332. Potency, µM (titrated, usually from 102 µM), inactives show at the top dose activity, negative = inhibition, most hits filed as inhibitors. G9a H3K9 monomethylation, AlphaScreen, 2 h; further: potency means the concentration at half of the fitted maximal effect; on the % scale 0 is the no-effect control and ±100 the full control effect; nearly all actives have a fitted effect of over 75% in size
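G9a (20 nM) preincubated 15 min RT with compounds, then 500 nM biotinylated H3K9 peptide and 20 uM SAM added; 2 h RT reaction. Monomethyl-H3K9 product detected by AlphaScreen with anti-H3K9me1 antibody, streptavidin donor and anti-rabbit IgG acceptor beads.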
ERG Ets-DNA blk – blocks human ERG Ets domain binding to DNA | fluorescence polarization, His-ERG Ets domain / labelled DNA | Potency, µM (highest dose often 76.9 µM), without a hit: top-dose FP activity, negative = inhibition, most hits filed as inhibitors | 0.028% of 370,000 active; active means well fitted inhibition curve with a large enough effect in the polarisation, with a control signal flat; inconclusive means small, poorly fitted or top-dose-only effect, or effect the other way, or a change in a side signal; inactive means no such curve, though single readings can be large or run the other way; the % refers to the polarisation;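 further: polarization taken with two DNA probes labelled with fluorescein and Texas red; potency means the concentration at half of the fitted maximal effect; % of control where 0% means no effect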
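His-tagged ERG Ets domain (1 uM in the protein solution; 300mM KCl, 50mM Tris-HCl, 1mM EDTA, 1mM DTT, pH 7.5) received compound, then a probe mix of 5 nM fluorescein-DNA and 100nM Texas-615-DNA. Fluorescence polarization was read for both dyes.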
JMJD2A Tudor – blocks the human JMJD2A Tudor domain; O75164; AlphaScreen JMJD2A-Tudor / H3K4me3 peptide binding; Potency, µM (doses to about 114 µM), inactives show top-dose activity change, negative = inhibition, hits mostly inhibitors; 4.4% of 390,000 active; AID 504339; further: potency means the concentration at half of the fitted maximal effect; on the % scale 0 is the no-effect control and ±100 the full control effect; nearly all actives have a fitted effect of over 50% in size
BAZ2B inh – BAZ2B (human) inhibition. Q9UIF8. AlphaScreen BAZ2B-H3K14Ac peptide displacement. Potency, µM (doses to about 114 µM), for inactives: top-dose activity change, negative = inhibition, actives largely listed as inhibitors. 4.4% of 360,000 active. AID 504333; further: potency means the concentration at half of the fitted maximal effect; on the % scale 0 is the no-effect control and ±100 the full control effect; nearly all actives have a fitted effect of over 60% in size
Target sequence (Q9UIF8 whole entry, looked up): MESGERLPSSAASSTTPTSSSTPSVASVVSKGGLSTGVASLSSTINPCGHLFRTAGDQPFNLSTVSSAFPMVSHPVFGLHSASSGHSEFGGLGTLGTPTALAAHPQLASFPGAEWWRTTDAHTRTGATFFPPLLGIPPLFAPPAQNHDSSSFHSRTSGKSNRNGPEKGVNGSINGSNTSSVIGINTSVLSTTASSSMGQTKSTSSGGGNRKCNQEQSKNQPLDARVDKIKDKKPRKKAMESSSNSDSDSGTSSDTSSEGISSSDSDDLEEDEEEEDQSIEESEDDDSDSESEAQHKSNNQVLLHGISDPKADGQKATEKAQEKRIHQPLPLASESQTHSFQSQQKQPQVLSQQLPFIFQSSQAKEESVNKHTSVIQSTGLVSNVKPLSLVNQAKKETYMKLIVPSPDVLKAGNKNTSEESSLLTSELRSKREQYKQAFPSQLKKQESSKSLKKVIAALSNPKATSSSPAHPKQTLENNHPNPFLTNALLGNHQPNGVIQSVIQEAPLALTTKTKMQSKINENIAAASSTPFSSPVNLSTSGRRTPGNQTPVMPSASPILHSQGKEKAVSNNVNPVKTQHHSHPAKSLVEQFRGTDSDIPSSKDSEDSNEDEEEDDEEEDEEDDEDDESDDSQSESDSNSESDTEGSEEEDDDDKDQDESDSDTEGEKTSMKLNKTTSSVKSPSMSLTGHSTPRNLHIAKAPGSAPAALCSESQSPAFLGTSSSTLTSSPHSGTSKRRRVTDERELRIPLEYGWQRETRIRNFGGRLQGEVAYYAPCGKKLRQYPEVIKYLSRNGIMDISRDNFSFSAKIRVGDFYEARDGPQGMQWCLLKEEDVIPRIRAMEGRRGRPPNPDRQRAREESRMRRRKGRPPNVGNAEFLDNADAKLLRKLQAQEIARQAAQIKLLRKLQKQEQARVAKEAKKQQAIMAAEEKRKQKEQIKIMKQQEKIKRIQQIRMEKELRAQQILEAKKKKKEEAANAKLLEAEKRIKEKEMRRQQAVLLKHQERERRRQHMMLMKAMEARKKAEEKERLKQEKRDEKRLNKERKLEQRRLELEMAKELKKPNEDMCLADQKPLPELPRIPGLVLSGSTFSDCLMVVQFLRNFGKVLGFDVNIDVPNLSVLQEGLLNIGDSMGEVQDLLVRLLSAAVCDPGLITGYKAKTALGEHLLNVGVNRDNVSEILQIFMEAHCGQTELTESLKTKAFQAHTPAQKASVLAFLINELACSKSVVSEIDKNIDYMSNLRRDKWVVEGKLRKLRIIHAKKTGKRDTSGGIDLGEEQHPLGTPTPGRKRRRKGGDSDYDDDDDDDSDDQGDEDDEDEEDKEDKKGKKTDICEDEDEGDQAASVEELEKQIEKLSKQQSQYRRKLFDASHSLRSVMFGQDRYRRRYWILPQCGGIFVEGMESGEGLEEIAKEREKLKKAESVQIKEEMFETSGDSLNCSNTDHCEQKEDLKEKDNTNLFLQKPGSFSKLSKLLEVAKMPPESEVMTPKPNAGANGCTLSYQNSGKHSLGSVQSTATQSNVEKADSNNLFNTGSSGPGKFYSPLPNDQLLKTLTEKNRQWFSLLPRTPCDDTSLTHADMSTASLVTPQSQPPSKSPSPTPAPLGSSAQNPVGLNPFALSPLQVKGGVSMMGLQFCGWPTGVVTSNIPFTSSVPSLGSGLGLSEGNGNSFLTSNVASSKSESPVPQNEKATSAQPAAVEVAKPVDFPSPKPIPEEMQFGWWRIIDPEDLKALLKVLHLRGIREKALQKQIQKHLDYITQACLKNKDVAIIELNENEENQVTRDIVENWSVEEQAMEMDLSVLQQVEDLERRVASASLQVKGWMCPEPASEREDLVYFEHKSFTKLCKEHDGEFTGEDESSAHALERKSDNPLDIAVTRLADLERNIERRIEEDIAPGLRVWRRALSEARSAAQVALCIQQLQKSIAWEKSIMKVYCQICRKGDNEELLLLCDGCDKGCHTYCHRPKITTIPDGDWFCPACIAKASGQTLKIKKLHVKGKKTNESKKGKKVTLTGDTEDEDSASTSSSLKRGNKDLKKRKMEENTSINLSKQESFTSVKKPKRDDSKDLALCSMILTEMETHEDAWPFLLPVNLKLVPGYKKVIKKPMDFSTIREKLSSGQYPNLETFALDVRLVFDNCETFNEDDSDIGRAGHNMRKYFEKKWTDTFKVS
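Multi-concentration screen (max 110 uM) measuring displacement of acetylated histone H3 peptide from BAZ2B by AlphaScreen, using 50 nM protein, 50 nM peptide and 10 ug/mL streptavidin donor plus Ni-chelate acceptor beads.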
HP1b chromo inh – HP1-beta chromodomain-methylated histone interaction inhibition. P83916. AlphaScreen HP1-beta / biotin-H3K9me3 peptide binding. Potency, µM (series often up to 114 µM), inactives show top-dose activity change, negative = inhibition, hits mostly inhibitors. 0.56% of 390,000 active. AID 540317; further: potency means the concentration at half of the fitted maximal effect; nearly all actives have a fitted effect of over 70% in size; inactives centre near 23
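Compound inhibition of the preformed complex between 50 nM HP1-beta and 50 nM biotinylated H3K9me3 peptide was read by AlphaScreen. Buffer was PBS pH 7.4 with 0.01% Tween-20. Incubations ran 30 min at room temperature, with 10 ug/mL donor/acceptor beads.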
Pin1 inhibitor – inhibitors of human Pin1; Pin1 FP peptide displacement, HiFluor488, 10 min; 0.009% of 390,000 active; AID 504891; Potency, µM (highest dose often 115 µM), inactives show at the top dose activity, negative = inhibition, usual class: inhibitors; Q13526; active means well fitted inhibition curve with a large enough effect in the polarisation, with a control signal flat, not every such curve was filed as active; inconclusive means small, poorly fitted or top-dose-only effect, or effect the other way, or a change in a side signal; inactive means no such curve, though single readings can be large or run the other way; the % refers to the polarisation; further: potency means the concentration at half of the fitted maximal effect; on the % scale 0 is the no-effect control and ±100 the full control effect
GLS inh – inhibitors of human glutaminase (GLS); 0.21% of 410,000 active; Potency, µM (highest dose often 45.5 µM), without a hit: at the highest dose activity change, negative = inhibition, usual class: inhibitors; GLS enzymatic activity, qHTS titration; O94925; further: potency means the concentration at half of the fitted maximal effect; on the % scale 0 is the no-effect control and ±100 the full control effect
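Enzyme dispensed in phosphate buffer (45 mM, pH 8.2, 0.02% Tween-20), compounds pinned in, then 1 mM L-glutamine solution and the glutamate oxidase–HRP–Amplex Red mix added; fluorescence read immediately and again after 30 min at room temperature.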
PI4K2A block – blocks human PI4K2A kinase activity. activity change, negative = inhibition, % at 76.9 µM. 0.13% of 420,000 active. purified PI4K2A, ADP-Glo luminescence, 1 h; hits give low values; in the data active means activity change below about -50%; inconclusive means mostly about -30% to -49%;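 further: -100% = wells without enzyme as full effect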
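ADP-Glo luminescence measured ADP generated by PI4K2A enzyme (4 ug/mL before mixing) with 1.2 mM PI substrate (pre-mix) and 300 microM ATP (pre-mix). Tris pH7.5 buffer with MgCl2, Triton X-100; 1 h reaction at ambient temperature.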
The depositor's hits bear a star; i = inactive; ? = inconclusive; / = no result given; [ ] = remark or other dose. Unless noted, the call rests on the fitted dose curve; in most records, active means well fitted curve in the direction sought with a large enough effect; inconclusive means small, poorly fitted or top-dose-only effect, or another doubt; inactive means no such curve, though single readings can be large; an effect the other way counts as inactive or inconclusive.

canonical_smiles | JMJD2A Tudor | PI4K2A block | PGK inhibitor | BAZ2B inh | Pin1 inhibitor | GLS inh | HP1b chromo inh | ERG Ets-DNA blk | G9a inh
CCN(CC(=O)Nc1cccc(F)c1)CC(=O)Nc1ccccc1OC | 0.0% | 4.4 | i | -1.9% | -8.5% | -10.3% | 25.3% | -5.1% | 3.5%
COc1ccc(C)cc1NC(=O)CN(C)S(=O)(=O)c1cc(C)ccc1OC | -2.2% | -0.4 | -1.1% | 0.8% | 7.0% | 3.3% | 8.7% | 3.5% | 12.5%[59 µM]
COc1ccc(N(CC(=O)Nc2cc(C)on2)S(=O)(=O)c2cc(C)ccc2C)cc1 | -21.5% | -3.1 | -7.1% | 8.9% | -2.9% | 11.6% | 5.2% | -6.1% | 22.8%[59 µM]
C/C(=N/NS(=O)(=O)c1ccc(C)cc1)c1ccc2c(c1)OCO2 | -10.3% | -1.0 | i | -20.5% | -5.2% | -2.8% | 25.7% | -2.6% | -4.7%
COCCNC(=S)Nc1ccccc1[N+](=O)[O-] | -9.0% | 2.2 | i | -8.9% | -13.2% | -2.6% | 51.6%[activator] | -5.0% | /
CCOc1ccccc1NC(=O)COc1cccc(-n2cnnn2)c1 | -15.6% | -2.9 | i | -5.0% | 7.5% | -3.4% | 14.2% | 5.4% | -2.5%[59 µM]
CCCC(=O)c1ccc(N2CCN(C(=O)c3ccc(Br)cc3)CC2)c(F)c1 | -8.8% | 13.2 | -2.4% | -4.0% | -6.1% | 1.4% | 19.4% | 9.1% | -23.6%
COc1ccc(-c2cc(C(F)(F)F)nc(NCc3ccc(F)cc3)n2)cc1 | 103.8%[activator] | 0.7 | i | 133.1%[activator] | -3.9% | -3.2% | 125.7%[activator] | -2.2% | 184.3%[activator][59 µM]
CCOC(=O)CNS(=O)(=O)c1cc(-c2nnc(Nc3cccc(O)c3)c3ccccc23)ccc1C | -32.4% | -0.6 | -0.9% | ? | -4.2% | 8.9% | -35.7% | 3.0% | -6.8%[59 µM]
COc1ccc(NC(=O)CSc2c3c(nc4ccccc24)CCC3)cc1Cl | 2.7% | -6.2 | 2.5% | / | -0.4% | -15.8% | 43.2%[activator] | -6.0% | 8.4%[59 µM]
COc1ccc2[nH]c(=O)c(CN(Cc3ccco3)C(c3nnnn3Cc3ccccc3)C(C)C)cc2c1 (centres undefined) | -12.7% | -3.5 | -10.6% | ? | 35.1%[activator] | -2.3% | 21.3% | -12.2% | -14.2%
CCCC(=O)N(CC(=O)Nc1sc(C)c(C)c1C(N)=O)Cc1ccccc1 | -12.7% | 3.3 | 4.3% | -13.2% | -6.5% | 7.4% | 18.9% | 9.3% | 15.7%
CSc1nnc2c(n1)c(C)nn2-c1ccc(C)cc1 | -6.3% | -2.0 | -1.8% | 13.8% | 5.4% | 0.9% | ? | 2.4% | ?
O=C(CCS(=O)(=O)c1ccc(Cl)cc1)NCCc1c[nH]c2ccccc12 | -14.9% | -5.8 | 7.9% | -36.3% | 4.7% | 12.4% | 34.0% | -2.5% | -9.5%
CCc1ccc(CNC(=O)C2Cc3cc(S(=O)(=O)N4CCCCCC4)ccc3N2C(C)=O)cc1 (centres undefined) | -6.3% | -1.4 | i | -3.2% | -2.3% | -4.2% | 3.1% | 4.7% | 7.7%[59 µM]
C/C(=N\NC(=O)Nc1ccccc1)c1ccccc1 | -5.9% | 8.1 | -1.6% | -4.4% | 3.1% | -1.7% | 15.1% | 12.8% | 3.4%
O=C1CCCN1CCCn1cnc2c([nH]c3ccc(F)cc32)c1=O | 0.4% | -12.0 | 9.8% | 2.3% | 0.7% | 7.6% | 24.4% | -4.2% | ?
COc1ccc(S(=O)(=O)N2CCC(C(=O)NCC3CCCO3)CC2)cc1C (centres undefined) | -17.6% | 6.2 | -4.7% | -6.1% | 5.7% | 0.0% | 4.4% | 0.1% | 80.5%[activator][59 µM]
Cc1cc(N2CCC(C)CC2)nc(-n2nc(C)cc2C)n1 | ? | -1.7 | 2.2% | -35.4% | -1.8% | 10.4% | 37.9% | -3.1% | 3.7%
COC(=O)c1ccccc1NC(NC(=O)c1ccco1)C(=O)c1ccccc1 (centres undefined) | -21.8% | -4.2 | -10.5% | 1.9% | 7.1% | -12.0% | 18.3% | 3.8% | 12.5%[59 µM]

A stretch of the results above:
canonical_smiles | JMJD2A Tudor | PI4K2A block | PGK inhibitor | BAZ2B inh | Pin1 inhibitor | GLS inh | HP1b chromo inh | ERG Ets-DNA blk | G9a inh
CCN(CC(=O)Nc1cccc(F)c1)CC(=O)Nc1ccccc1OC | 0.0% | 4.4 | i | -1.9% | -8.5% | -10.3% | 25.3% | -5.1% | 3.5%
COc1ccc(C)cc1NC(=O)CN(C)S(=O)(=O)c1cc(C)ccc1OC | -2.2% | -0.4 | -1.1% | 0.8% | 7.0% | 3.3% | 8.7% | 3.5% | 12.5%[59 µM]
COc1ccc(N(CC(=O)Nc2cc(C)on2)S(=O)(=O)c2cc(C)ccc2C)cc1 | -21.5% | -3.1 | -7.1% | 8.9% | -2.9% | 11.6% | 5.2% | -6.1% | 22.8%[59 µM]

(listing goes on)
canonical_smiles | JMJD2A Tudor | PI4K2A block | PGK inhibitor | BAZ2B inh | Pin1 inhibitor | GLS inh | HP1b chromo inh | ERG Ets-DNA blk | G9a inh
CCOC(=O)N1CCC(=NNS(=O)(=O)c2cccc([N+](=O)[O-])c2)CC1 | -6.6% | 3.2 | -1.1% | -4.4% | 0.9% | 3.0% | 29.6% | -5.0% | ?
Cc1ccc2nc(-c3ccccc3)nn2c1 | -11.7% | -23.8 | ? | / | -1.7% | -15.8% | -11.4% | -1.2% | /
CCOC(=O)C=Nc1c(N)n(C)c(=O)n(C)c1=O | ? | -5.8 | -5.6% | -35.2% | ? | 1.3% | 30.6% | -3.0% | -25.0%[59 µM]
COc1ccc(C2CC(=O)Nc3c2c(=O)nc2c(C)cccn32)cc1OC (centres undefined) | -18.9% | -1.7 | -13.0% | -7.0% | 10.9% | 2.3% | 39.1%[activator] | -10.3% | -13.1%[59 µM]
C=CCNC(=O)CN(c1ccccc1OCC)S(=O)(=O)c1ccc(C)cc1 | 4.1% | -0.1 | 12.5% | -0.4% | -3.2% | 10.3% | 33.9% | -2.8% | -32.2%[59 µM]
CCN(CC)CCNC(=O)C(C)c1nn(CC)c(=O)c2ccccc12 (centres undefined) | -1.4% | 0.6 | 4.8% | 11.6% | 1.4% | 3.6% | 8.9% | -6.1% | 3.4%[59 µM]
O=C(O)c1ccc(N=NN2CCCCC2)cc1 | -0.3% | -26.9 | 5.4% | ? | 6.0% | 6.0% | 23.5% | 1.0% | 35.5µM*
CCOC(=O)N1CCC(NC(=O)c2cnn3ccccc23)CC1 | -5.5% | -6.3 | 5.4% | 12.4% | -2.1% | 7.3% | 47.6%[activator] | -10.0% | 15.5%[59 µM]
Cc1ccc(C(=O)NC(C)C(c2cccs2)N2CCCC2)s1 (centres undefined) | -18.2%[57.1 µM] | -2.9 | -7.8% | -4.4% | 1.6% | -1.1% | 27.0% | 2.1% | -2.7%
Cc1ccc(C)c(NC(=O)c2cc(S(=O)(=O)N3CCCCC3)c[nH]2)c1 | -17.9% | -1.5 | 8.9% | -10.9% | 8.9% | 4.8% | 25.7% | -1.5% | /
COc1ccc(CN2CCN(c3ccccn3)CC2)c(OC)c1 | 1.58µM* | 1.0 | -5.4% | 79.4µM* | 4.0% | / | ? | -7.0% | ?
O=C(Nc1nc(-c2ccco2)c(-c2ccco2)s1)C1CC(=O)N(c2ccc3c(c2)OCCO3)C1 (centres undefined) | 25.1µM* | -56.0* | -15.9% | 11.2µM* | ? | -10.5% | -86.9% | -7.6% | ?
COc1ccc(OCCCC(=O)Nc2nc(-c3ccccn3)cs2)cc1 | -33.1% | -0.5 | 7.9% | 50.1µM* | 0.0% | 3.1% | -12.7% | 0.2% | ?
COc1cccc2cc(C(=O)C3=C(O)C(=O)N(Cc4ccco4)C3c3cccnc3)oc12 (centres undefined) | 79.4µM* | -7.4 | -6.3% | -6.4% | -10.0% | 15.4% | 10.3% | 1.2% | ?
Cc1nnc(N(Cc2ccco2)C(=O)c2ccno2)s1 | 2.0% | -1.4 | -5.9% | 2.4% | 1.0% | 0.7% | 40.9%[activator] | 11.8% | -30.5%
Cc1ccc2sc(NC(=O)CSc3nc(C)cc(C)c3C#N)nc2c1 | -19.0% | 1.7 | i | -9.1% | 14.9% | 3.0% | 7.4% | -2.1% | /
Cc1cccc(C(=O)Nc2ccccc2OCc2cc(=O)n3c(C)csc3n2)c1 | -7.6% | -6.6 | -0.2% | -1.6% | -16.5% | 14.5% | 26.3% | -6.3% | 0.3%[59 µM]
Cc1cc(OCC(=O)NC2CC2)c2c(C)c(C)c(=O)oc2c1 | 15.6% | 0.2 | -10.0% | -15.8% | -6.3% | -0.2% | 53.3%[activator] | 5.0% | 21.7%
CCN(C(=O)c1cc2c(=O)[nH]c3ccc(C)cc3c2s1)c1cccc(C)c1 | 3.9% | -3.5 | 18.2% | -9.9% | -0.1% | 0.4% | 15.6% | -4.5% | 4.4%
Oc1ccc(/C=N/Nc2cc(N3CCCC3)nc(N3CCCC3)n2)cc1 | -9.9% | 1.4 | -5.2% | -1.3% | -4.9% | 0.4% | 18.8% | / | 3.0%
